# Compound activity (PubChem)
# BioA inh = BioA (M. tuberculosis) enzyme inhibition; purified M. tuberculosis BioA enzyme, plate reader; inhibition, % at 9.99 µM; 360,000 compounds, 0.096% hits; AID 602481; in the data active = inhibition above about 40%; inconclusive = no clear call, values can overlap the other calls
# FadD28 FP inh = inhibitors of Mycobacterium tuberculosis FadD28 bisubstrate binding. FadD28 bisubstrate probe binding, fluorescence polarization. inhibition, % at 12.5 µM. 360,000 compounds, 0.22% hits. AID 588549; in the data active = inhibition above about 8.5%, passing the limit was not always enough; inconclusive = no clear call, values can overlap the other calls
# FBA Mtb inh = inhibitors of M. tuberculosis fructose-bisphosphate aldolase | AID 588726 | purified M. tuberculosis FBA, fluorescence read-out | inhibition, % at 1 µM | 360,000 compounds, 2.3% hits | P9WQA3; in the data active = inhibition above about 27%;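 note: 0% = vehicle and 100% = reference inhibitor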
# Target sequence (P9WQA3 whole entry, looked up): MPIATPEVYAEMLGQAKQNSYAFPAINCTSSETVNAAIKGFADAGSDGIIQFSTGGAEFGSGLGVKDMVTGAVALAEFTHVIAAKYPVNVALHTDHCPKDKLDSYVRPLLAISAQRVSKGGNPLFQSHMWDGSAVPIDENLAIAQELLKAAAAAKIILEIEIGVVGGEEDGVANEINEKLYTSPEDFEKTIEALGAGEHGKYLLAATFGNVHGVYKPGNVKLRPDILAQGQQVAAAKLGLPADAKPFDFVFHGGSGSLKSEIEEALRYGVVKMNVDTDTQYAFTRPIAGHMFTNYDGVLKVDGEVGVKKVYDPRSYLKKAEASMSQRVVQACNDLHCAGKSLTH
# Anthrax LF inh2 = inhibitors of Bacillus anthracis lethal factor protease | P15917 | multiplex microsphere protease cleavage assay, LF | inhibition, % at 10 µM | 360,000 compounds, 0.12% hits; note: plate controls were buffer without enzyme for full effect and enzyme alone for no effect
# GDH-TPI inh = counter-screen for M. tuberculosis FBA inhibitors: GDH-TPI coupled enzymes | 360,000 compounds, 1.2% hits | inhibition, % at 4.8 µM | GDH-TPI coupled enzyme counterscreen, NADH absorbance; in the data active = inhibition above about 30%;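 note: 0% = DMSO wells and 100% = wells lacking the enzyme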
# PfHsp40 yeast = compounds rescuing yeast from Plasmodium falciparum HSP40 toxicity. growth rescue, % at 12.5 µM. 340,000 compounds, 0.68% hits. AID 504582. S. cerevisiae expressing PfHsp40, growth rescue, ATP luminescence; in the data active = growth rescue above about 28%, passing the limit was not always enough; inconclusive = no clear call, values can overlap the other calls;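 note: yeast W303a lacking pdr1 and pdr3 grown in galactose medium; growth measured after three days at 30 °C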
# BoNT F protease = BoNT F light chain protease inhibition; Multiplex microsphere protease cleavage assay, flow cytometry; AID 588497; 360,000 compounds, 0.22% hits; inhibition, % at 10 µM; in the data active = inhibition above about 35%, passing the limit was not always enough; inconclusive = no clear call, values can overlap the other calls; note: plate controls were buffer without enzyme for full effect and enzyme alone for no effect
# BoNT-A LC inh2 = BoNT A light chain protease inhibition. inhibition, % at 10 µM. 360,000 compounds, 0.17% hits. multiplex microsphere protease substrate cleavage, flow cytometry. AID 588499; note: plate controls were buffer without enzyme for full effect and enzyme alone for no effect
# UGM FP inh = Mtb UDP-galactopyranose mutase inhibition | AID 504406 | P9WIQ1 | purified UGM, fluorescence polarization probe displacement | 320,000 compounds, 0.06% hits | inhibition, % at 10 µM; in the data active = inhibition above about 10%, passing the limit was not always enough; inconclusive = no clear call, values can overlap the other calls
# Target sequence (P9WIQ1 whole entry, looked up): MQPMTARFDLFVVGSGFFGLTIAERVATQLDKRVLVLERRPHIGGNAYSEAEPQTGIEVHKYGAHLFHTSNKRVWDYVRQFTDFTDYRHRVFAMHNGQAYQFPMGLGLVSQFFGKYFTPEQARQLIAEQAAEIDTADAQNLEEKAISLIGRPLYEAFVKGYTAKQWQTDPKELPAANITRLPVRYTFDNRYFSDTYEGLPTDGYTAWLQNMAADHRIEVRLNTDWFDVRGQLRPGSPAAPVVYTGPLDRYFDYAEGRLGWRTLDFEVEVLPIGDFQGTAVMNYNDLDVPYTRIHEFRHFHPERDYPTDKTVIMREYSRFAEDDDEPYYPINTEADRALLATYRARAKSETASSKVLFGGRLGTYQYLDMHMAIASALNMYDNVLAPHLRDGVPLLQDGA
# Numbers without * were called inactive; ? = inconclusive; · = not tested or not shown; & = joins results of further samples. Cut-off read from the data, not from the text of the source, unless noted: active = inhibition above about 30%; inconclusive = no clear call, values can overlap the other calls; inactive = below that.
SMILES,BioA inh,FadD28 FP inh,FBA Mtb inh,Anthrax LF inh2,GDH-TPI inh,PfHsp40 yeast,BoNT F protease,BoNT-A LC inh2,UGM FP inh
CSc1ccc(NC(=O)N2CC=C(n3c(=O)[nH]c4ccccc43)CC2)cc1,4.1,-3.0,-1,-3,-1,0.0,11,1.1,-0.1
CCOC(=O)C1(Cc2ccccc2)NC(c2ccccc2F)C2C(=O)N(CC)C(=O)C21 (stereo unspecified),-0.1,-4.0,-3,-8,-3,0.6,3,-0.5,0.4
COC(=O)[C@@]1(C)[C@H]2C(=O)N(Cc3ccccc3)C(=O)[C@H]2[C@H]2CN=C(SCc3ccccc3)N21,1.2,-4.0,0,1,-4,-0.1,-5,-0.9,·
Cc1cc(NC(=O)CN(C)S(=O)(=O)c2cnc[nH]2)ccc1Br,42*,-0.9,-4,-3,-1,0.0,-4,-0.8,0.5
O=C(COc1ccccc1)NCC(=O)N/N=C/c1ccc(Cl)cc1,0.6,0.4,1,-2,9,0.7,-2,-2.6,0.5
Cc1cc(=O)[nH]c(NN=C2CCCCC2C)n1 (stereo unspecified),-0.4,1.1,2,-1,8,·,5,-0.4,·
COc1ccc(C(=O)CC(=O)C(=O)Nc2ccc(C)c(C)c2)cc1,0.6,-0.9,1,6,9,0.8,-17,-0.7,0.1
COc1ccc(S(=O)(=O)Nc2ccc3c(c2)C(=O)N([C@H](C)CO)C[C@H](C)[C@@H](CN(C)C(=O)Nc2ccccc2)O3)cc1,0.6,-0.1,4,-6,13,-0.5,0,-0.7,4.4
COCCn1c(SCC(=O)N2CCCC2)nnc1-c1ccco1,0.6,-4.4,-2,-3,-7,-0.1,-10,-1.6,1.0
COc1ccc(Nc2ncnc3sccc23)cc1,25,-3.9,-1,-2,17,0.6,6,0.8,4.0
Cc1cc2oc(C(=O)Nc3ccc(S(N)(=O)=O)cc3)c(C)c2cc1Cl,·,-3.7,-3,-6,2,0.4,-3,-0.3,-0.2
CN(C(=O)c1ccccc1C(=O)OCC(=O)c1ccc(F)c(F)c1)C1CCCCC1,0.5,-3.7,-1,0,-7,0.0,-12,-5.5,·
O=C(CSc1nnc(-c2cccc(Br)c2)o1)N1CCOCC1,-2.0,-0.7,6,0,2,1.0,6,2.0,1.2
O=C(NCCCN1CCCC1)Nc1cccc2ccccc12,-0.6,-1.5,11,4,4,-1.2,9,0.7,-1.2
COc1ccccc1NS(=O)(=O)c1ccc(C)c(C(=O)NC2CCN(Cc3ccccc3)CC2)c1,-1.5,-1.3,-2,-2,0,0.3,-2,4.7,·
COC(=O)c1cc2oc(C)cc2n1CC(=O)Nc1ccc(C)c(C)c1,-2.7,1.2,0,-4,4,0.5,4,-0.1,-0.2
O=C(c1ccco1)N(Cc1cccc([N+](=O)[O-])c1)c1ccc(Br)cc1,·,-1.0,-2,-1,5,3.1,-2,-1.1,0.0
CCOC(=O)c1sc(=S)n(-c2ccc(F)c(F)c2)c1N,·,-2.7,-1,0,12,-0.7,-4,-4.9,-0.9
OC(COCc1ccccc1)Cn1cnc2ccccc21 (stereo unspecified),0.0,-2.6,-2,0,4,-0.9,-1,?,-0.1
CCc1c(C(=O)Nc2ccc(C)c(C)c2)[nH]c(C)c1C(C)=O,-0.8,-3.1,-1,-5,4,-1.3,?,-3.6,-0.5
Cc1ccc(-c2nnc(SCC(=O)Nc3ccc(S(=O)(=O)N4CCCCCC4)cc3)o2)cc1,·,-2.1,-4,1,-11,-0.5,11,1.1,·
O=C(CCNS(=O)(=O)c1ccc(Br)cc1)NCc1ccc(F)cc1,-0.5,-7.6,-6,-2,-3,-0.7,-2,1.8,-2.3
CC(=O)Nc1ccccc1OCCOc1ccc(Br)cc1,·,-0.1,4,1,-4,4.9,-7,0.9,0.7
COc1ccc(OC)c(C(=O)c2nc3c(n2O)CCCCC3)c1,-1.4,1.0,-2,-2,19,-0.1,-6,-1.8,-1.0
Cn1c(=O)[nH]c(=O)c2c1nc(SCc1ccccc1Cl)n2CC(N)=O,-1.3,-0.3,1,2,7,0.7,5,-2.1,0.1
c1ccc(OCCNc2ccn3nc(-c4cccs4)cc3n2)cc1,0.9,-5.1,18,-6,5,·,-6,-0.2,·
O=C(NC1CCN(Cc2ccccc2)CC1)c1ccc(CS(=O)c2ccccc2Cl)o1 (stereo unspecified),2.3,-1.3,1,-2,1,·,-3,0.1,·
COc1ccc(-c2cc([N+](=O)[O-])ccc2OCC(=O)N(C)CC(=O)Nc2ccc(C)cc2)cc1,-0.8,-1.3,-2,-2,11,2.3,?,1.0,·
CCC(CC)C(=O)Nc1c2c(nn1-c1ccc(OC)cc1)CS(=O)C2 (stereo unspecified),-1.1,1.6,-2,1,0,0.4,-16,-1.5,0.5
C[C@H](CO)N1C[C@H](C)[C@@H](CN(C)C)Oc2c(NC(=O)Cc3ccccc3)cccc2C1=O,0.0,-0.3,0,6,2,0.6,-6,-0.3,·
O=C(COC(=O)c1n[nH]c2ccccc12)NCCc1ccc(Cl)cc1,-0.9,-3.0,3,-10,0,1.8,2,0.4,-2.0
NC(=O)c1nsc(C(=O)N(c2ccccc2F)C(C(=O)NCc2ccccc2)c2ccc(O)cc2)c1N (stereo unspecified),-0.6,-2.9,45*,4,19,-0.3,7,1.9,-1.4
CCCCN1C(=O)CC(SC2CC(=O)N(CCCC)C2=O)C1=O (stereo unspecified),1.6,-3.0,8,-9,6,1.6,-6,0.1,·
CC(C)=C(NC(=O)c1ccccc1Cl)C(=O)NCCc1nc2ccccc2[nH]1,1.6,-1.8,-2,0,1,·,-2,-0.3,·
COc1cccc(NC(=O)CSC2=NN3CCCC(=O)N=C3S2)c1,3.3,-2.6,0,2,10,1.2,1,0.7,-1.0
CCOC(=O)C1=C(C)NC2=C(C(=O)C(C(=O)OCC)C(c3ccccc3OC)C2)C1c1ccccn1 (stereo unspecified),0.6,-0.7,19,0,5,1.0,2,-0.4,3.3
COc1ccc(CCNC(=O)/C=C/c2ccco2)cc1,-2.3,-0.8,5,-11,7,1.0,?,-1.7,-1.0
O=C(NCCCN1CCCC1=O)c1ccc(OCc2ccccc2)cc1,0.9,-1.1,-3,-9,-4,-0.1,-3,-0.2,-0.6
O=C(Cc1csc(-c2ccc(F)cc2)n1)Nc1cccc(S(=O)(=O)NC2=NCCC2)c1,-3.3,-0.8,1,0,1,-1.0,8,2.2,-1.4
CCOC(=O)C1(CCCc2ccccc2)CCN(C2CCC2)CC1,2.3,-0.3,-1,-14,-4,-1.5,-3,-2.0,2.8
CCN(CC)S(=O)(=O)c1cccc(NC2=NCCCCC2)c1,0.1,0.8,3,-1,6,-1.9,-2,1.4,2.6
O=CN1CCN(C(C(=O)NC2CCCCC2)c2ccc(Cl)cc2)CC1 (stereo unspecified),-0.3,-1.9,3,7,5,-1.3,-2,-0.2,2.3
Cc1ccc(S(=O)(=O)N2CCCCC2)cc1C(=O)Nc1ccc(S(=O)(=O)Nc2ncccn2)cc1,1.2,-2.2,1,-9,-6,0.6,-4,-0.2,0.7
CCc1nnc(NS(=O)(=O)c2ccc(N/C=C/C(=O)c3ccc(OC)cc3)cc2)s1,1.6,0.7,8,-5,17,-1.3,-4,-0.2,2.4
Cc1nn(Cc2ccccc2)c(C)c1NC(=O)c1noc2c1CCc1ccccc1-2,1.3,-1.5,0,1,5,1.0,-5,-0.6,-2.8
O=C(CC(=O)c1ccccc1)Nc1cccnc1,-0.4,-0.7,-2,3,3,0.0,4,-0.6,-0.1
CCOC(=O)c1cc(-c2ccccc2C)nn1CC1CC(c2ccc(OC)cc2)=NO1 (stereo unspecified),0.5,-0.1,-2,2,0,1.1,0,0.2,-1.0
c1ccc(-c2nnc3n2N=C(c2ccc4c(c2)OCO4)CS3)nc1,2.2,0.3,2,-1,20,0.2,6,4.8,5.9

# 3 entries already listed, arranged by formula weight, low to high.
SMILES,BioA inh,FadD28 FP inh,FBA Mtb inh,Anthrax LF inh2,GDH-TPI inh,PfHsp40 yeast,BoNT F protease,BoNT-A LC inh2,UGM FP inh
CCOC(=O)C1(CCCc2ccccc2)CCN(C2CCC2)CC1,2.3,-0.3,-1,-14,-4,-1.5,-3,-2.0,2.8
O=CN1CCN(C(C(=O)NC2CCCCC2)c2ccc(Cl)cc2)CC1 (stereo unspecified),-0.3,-1.9,3,7,5,-1.3,-2,-0.2,2.3
Cc1ccc(S(=O)(=O)N2CCCCC2)cc1C(=O)Nc1ccc(S(=O)(=O)Nc2ncccn2)cc1,1.2,-2.2,1,-9,-6,0.6,-4,-0.2,0.7

# More compounds follow.
SMILES,BioA inh,FadD28 FP inh,FBA Mtb inh,Anthrax LF inh2,GDH-TPI inh,PfHsp40 yeast,BoNT F protease,BoNT-A LC inh2,UGM FP inh
COc1ccc(N2CCN(CCN3C(=O)c4ccccc4C3=O)CC2)cc1,-1.1,-2.7,-2,-7,6,-0.9,-12,-1.8,-0.9
Cc1ccc(N2C(=O)N(CC(=O)Nc3ccccc3C)C(=O)C2C)cc1 (stereo unspecified),0.9,-0.2,3,1,11,0.5,6,1.8,-0.9
Cn1cc(CNCc2cn[nH]c2-c2ccc(F)cc2)c(-c2ccc3c(c2)OCCO3)n1,·,-5.6,-2,-3,-7,0.1,-4,-0.5,-2.9
COc1ccc(C(=O)CC(=O)C(=O)Nc2cc([N+](=O)[O-])ccc2OC)cc1,·,0.8,-3,2,1,-0.9,-6,0.7,0.2
CC(C)CC(N(C)C)C1(c2ccc(Cl)cc2)CCC1 (stereo unspecified),-2.1&-2.0,-2.7&-0.8,0&2,-1&3,-6&4,-0.6&-0.5,-17&1,0.5&-0.8,·
Oc1ccc(-c2nccc(-c3ccc(Cl)cc3Cl)n2)cc1,·,-2.3,4,-2,4,1.6,-5,-0.3,0.0
CN1/C(=C\C(=O)CSc2ncn[nH]2)C(C)(C)c2ccccc21,0.1,-2.5,-3,1,23,-1.4,-1,0.0,-1.5
c1coc(CNc2ncnc3sc4c(c23)CCCCC4)c1,4.0,-4.7,1,-4,-10,2.2,-1,0.8,-0.6
CC(C)OC(=O)CSc1nc2ccccc2s1,-0.8,-3.9,-6,-4,9,-0.7,4,1.0,2.6
Cc1cccc(NC(=O)C2CCCN(C(=O)NCc3ccccc3)C2)c1C (stereo unspecified),-1.4,0.5,-1,-7,-8,-2.0,-10,-3.1,1.1
Cc1cc(C)c(NC(=O)CN2C(=O)NC(Cc3ccccc3)C2=O)c(C)c1 (stereo unspecified),-0.7,0.1,0,-4,7,-0.2,0,-0.2,0.1
CCOC(=O)CC(NC(=O)CCc1c(C)nc2ncnn2c1C)c1ccc(OC(C)C)cc1 (stereo unspecified),·,-0.6,0,-2,5,0.8,-6,0.1,-1.4
CC(C)CNC(=O)C(=O)NC1CCCC1,-0.4,0.1,0,-3,2,0.1,-6,0.0,-0.4
Cc1c(NC(=O)c2ccc3c(c2)OCO3)c(=O)n(-c2ccccc2)n1C,-0.8,-3.2,-1,3,-2,0.0,3,1.8,-0.3

# Retrieved one by one from the list above:
SMILES,BioA inh,FadD28 FP inh,FBA Mtb inh,Anthrax LF inh2,GDH-TPI inh,PfHsp40 yeast,BoNT F protease,BoNT-A LC inh2,UGM FP inh
COc1cccc(NC(=O)CSC2=NN3CCCC(=O)N=C3S2)c1,3.3,-2.6,0,2,10,1.2,1,0.7,-1.0
OC(COCc1ccccc1)Cn1cnc2ccccc21 (stereo unspecified),0.0,-2.6,-2,0,4,-0.9,-1,?,-0.1
CCN(CC)S(=O)(=O)c1cccc(NC2=NCCCCC2)c1,0.1,0.8,3,-1,6,-1.9,-2,1.4,2.6

# An unsorted share of the library; any-hit rate near 4.7%.
